Screening data from PubChem BioAssay.
PrPC TRFRET: reduces human prion protein on the cell surface. 370,000 compounds, 0.43% hits. inhibition, % at 13.8 µM. cell surface PrPC, TR-FRET read-out. P04156; in the data active means inhibition above about 24%; further: 0% = median of the test wells and 100% = reference compound wells
FadD28 binding: inhibitors of Mycobacterium tuberculosis FadD28 bisubstrate binding; 360,000 compounds, 0.22% hits; FadD28 bisubstrate probe binding, fluorescence polarization; inhibition, % at 12.5 µM; in the data active means inhibition above about 8.5%, passing the limit was not always enough; inconclusive means no clear call, values can overlap the other calls
Anthrax LF inh2: anthrax lethal factor protease inhibition | inhibition, % at 10 µM | AID 588501 | multiplex microsphere protease cleavage assay, LF | 360,000 compounds, 0.12% hits; further: plate controls were buffer without enzyme for full effect and enzyme alone for no effect
BoNT-F LC inh: BoNT F light chain protease inhibition | Multiplex microsphere protease cleavage assay, flow cytometry | inhibition, % at 10 µM | 360,000 compounds, 0.22% hits; in the data active means inhibition above about 35%, passing the limit was not always enough; inconclusive means no clear call, values can overlap the other calls; further: plate controls were buffer without enzyme for full effect and enzyme alone for no effect
PfHsp40 yeast: restores yeast growth despite PfHsp40 toxicity; S. cerevisiae expressing PfHsp40, growth rescue, ATP luminescence; growth rescue, % at 12.5 µM; 340,000 compounds, 0.68% hits; AID 504582; in the data active means growth rescue above about 28%, passing the limit was not always enough; inconclusive means no clear call, values can overlap the other calls;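 further: yeast W303a lacking pdr1 and pdr3 grown in galactose medium; growth measured after three days at 30 °C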
Yp Topo-I inh: blocks Yersinia pestis topoisomerase I activity; 360,000 compounds, 0.064% hits; Y. pestis Topo-I cleavage product accumulation, plate reader; activity, % at 10 µM; in the data active means activity above about 50%, passing the limit was not always enough; inconclusive means no clear call, values can overlap the other calls; further: inactives centre near 2
TcdB GH inh: inhibitors of Clostridioides difficile toxin B glycohydrolase; P18177; TcdB glycohydrolase enzymatic assay, plate reader; inhibition, % at 9.99 µM; 350,000 compounds, 0.24% hits; AID 652162; in the data active means inhibition above about 10%
Target sequence (P18177 whole entry, looked up): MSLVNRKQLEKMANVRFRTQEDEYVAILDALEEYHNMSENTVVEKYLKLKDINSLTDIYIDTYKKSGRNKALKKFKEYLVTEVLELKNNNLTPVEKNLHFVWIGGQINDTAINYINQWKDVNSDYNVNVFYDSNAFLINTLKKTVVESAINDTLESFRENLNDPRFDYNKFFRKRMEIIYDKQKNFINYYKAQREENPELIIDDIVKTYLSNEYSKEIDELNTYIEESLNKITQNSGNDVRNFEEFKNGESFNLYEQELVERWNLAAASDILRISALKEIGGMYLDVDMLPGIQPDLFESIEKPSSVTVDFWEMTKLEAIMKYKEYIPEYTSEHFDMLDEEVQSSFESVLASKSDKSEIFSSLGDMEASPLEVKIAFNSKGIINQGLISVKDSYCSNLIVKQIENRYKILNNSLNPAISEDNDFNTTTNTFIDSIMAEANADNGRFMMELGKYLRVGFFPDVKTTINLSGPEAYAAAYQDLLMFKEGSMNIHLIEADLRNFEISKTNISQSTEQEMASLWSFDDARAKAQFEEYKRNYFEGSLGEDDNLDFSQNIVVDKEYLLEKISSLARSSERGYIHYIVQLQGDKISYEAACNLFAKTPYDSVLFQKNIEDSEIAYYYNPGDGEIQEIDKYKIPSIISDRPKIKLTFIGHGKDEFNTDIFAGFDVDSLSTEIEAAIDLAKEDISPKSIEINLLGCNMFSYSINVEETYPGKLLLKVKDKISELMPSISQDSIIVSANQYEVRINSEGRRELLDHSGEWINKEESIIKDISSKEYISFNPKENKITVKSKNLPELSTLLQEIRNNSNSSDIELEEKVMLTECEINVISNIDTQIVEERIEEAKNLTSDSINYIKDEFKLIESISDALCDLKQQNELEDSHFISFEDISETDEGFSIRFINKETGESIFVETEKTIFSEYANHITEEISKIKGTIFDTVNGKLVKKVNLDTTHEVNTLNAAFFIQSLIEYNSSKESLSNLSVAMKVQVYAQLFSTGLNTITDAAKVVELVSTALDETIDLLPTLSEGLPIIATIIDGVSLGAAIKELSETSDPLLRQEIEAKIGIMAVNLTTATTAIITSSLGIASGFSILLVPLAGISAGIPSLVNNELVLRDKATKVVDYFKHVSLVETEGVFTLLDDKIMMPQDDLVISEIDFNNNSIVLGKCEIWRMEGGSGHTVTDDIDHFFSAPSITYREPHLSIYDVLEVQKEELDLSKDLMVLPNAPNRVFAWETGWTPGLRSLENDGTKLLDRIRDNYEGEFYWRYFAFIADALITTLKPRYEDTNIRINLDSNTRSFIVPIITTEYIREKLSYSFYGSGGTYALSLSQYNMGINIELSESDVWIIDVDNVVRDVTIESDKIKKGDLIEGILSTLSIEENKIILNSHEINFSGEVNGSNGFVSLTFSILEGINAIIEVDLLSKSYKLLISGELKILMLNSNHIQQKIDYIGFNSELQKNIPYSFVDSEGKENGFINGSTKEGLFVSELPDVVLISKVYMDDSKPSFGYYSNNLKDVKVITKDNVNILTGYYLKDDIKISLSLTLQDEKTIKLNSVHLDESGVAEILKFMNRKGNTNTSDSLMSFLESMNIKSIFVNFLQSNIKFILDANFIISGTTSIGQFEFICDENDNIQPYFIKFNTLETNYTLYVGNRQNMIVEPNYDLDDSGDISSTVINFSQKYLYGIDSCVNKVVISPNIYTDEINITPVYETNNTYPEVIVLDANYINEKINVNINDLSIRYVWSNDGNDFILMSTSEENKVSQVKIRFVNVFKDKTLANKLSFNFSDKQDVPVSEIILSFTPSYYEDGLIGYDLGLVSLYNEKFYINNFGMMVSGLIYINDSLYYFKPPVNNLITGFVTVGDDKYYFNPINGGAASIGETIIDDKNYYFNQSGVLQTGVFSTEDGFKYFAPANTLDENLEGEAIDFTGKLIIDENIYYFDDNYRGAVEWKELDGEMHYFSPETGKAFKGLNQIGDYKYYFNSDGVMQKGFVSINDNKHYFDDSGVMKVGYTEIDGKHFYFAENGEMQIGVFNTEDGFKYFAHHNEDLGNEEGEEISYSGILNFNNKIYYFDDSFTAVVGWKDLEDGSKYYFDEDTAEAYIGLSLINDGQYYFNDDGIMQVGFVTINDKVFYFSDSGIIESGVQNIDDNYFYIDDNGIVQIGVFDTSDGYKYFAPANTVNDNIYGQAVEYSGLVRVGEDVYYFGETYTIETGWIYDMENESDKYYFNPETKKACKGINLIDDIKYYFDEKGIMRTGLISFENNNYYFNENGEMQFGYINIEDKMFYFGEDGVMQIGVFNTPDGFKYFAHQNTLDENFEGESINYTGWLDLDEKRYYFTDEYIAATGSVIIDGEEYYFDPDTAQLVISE
BoNT A protease: inhibitors of Botulinum neurotoxin A light chain protease; multiplex microsphere protease substrate cleavage, flow cytometry; inhibition, % at 10 µM; 360,000 compounds, 0.17% hits; AID 588499; further: plate controls were buffer without enzyme for full effect and enzyme alone for no effect
CCHFV vOTU inh: CCHFV vOTU protease inhibition. Pep-AMC fluorescence. inhibition, % at 11.5 µM. 370,000 compounds, 0.55% hits. AID 651958; in the data active means inhibition above about 30%; further: 0% = vehicle wells with enzyme and 100% = no enzyme wells
Numbers without * were called inactive; ? = inconclusive; · = no result given; & = joins results of further samples. Unless noted, no stated cut-off is given here; in the data, active means inhibition above about 30%; inconclusive means no clear call, values can overlap the other calls; inactive means below that.

SMILES	PrPC TRFRET	FadD28 binding	Anthrax LF inh2	BoNT-F LC inh	PfHsp40 yeast	Yp Topo-I inh	TcdB GH inh	BoNT A protease	CCHFV vOTU inh
CCOc1ccc(NC(=O)C(C)O)c(NS(=O)(=O)c2ccc(CCNC(C)=O)cc2)c1 (stereo not given)	-5	0.2	1	5	1.2	0	0.6	0.7	1
O=C(O)CCCC(=O)OCCCCc1cccs1	8	-3.6	-1	2	0.1	7	·	?	1
COc1ccc(CN(C)C(=O)c2[nH]c(C)c(C(C)=O)c2C)c(OC)c1OC	7	-0.8	2	6	-0.8	-7	-0.6	3.3	8
Cc1cccc(OCC(=O)OC(C)CN2CCCCC2)c1 (stereo not given)	-1	-1.5	-11	2	0.6	20	2.1	1.4	3
CCN(CCO)c1ccc(-n2c(N)c(C(=O)OC)c3nc4ccccc4nc32)cc1	-38	1.6	2	5	0.3	9	·	-0.4	19
Cc1ccc(Cn2c(C)nc3ccc([N+](=O)[O-])cc3c2=O)cc1	-2	-3.0	4	0	0.2	-6	1.1	0.8	-2
COCCCNCCOCCOc1ccc(C)cc1Br	1	0.0	-1	-7	-1.1	-4	·	-1.7	9
COc1ccc(S(=O)(=O)NC(C)C(=O)NCc2cccnc2)cc1C (stereo not given)	0	-1.4	2	5	-1.5	0	1.8	3.1	-3
C=CCOc1cccn2c(N(C)C(=O)c3ccncc3)c(CC)nc12	-7	1.0	-7	-8	·	1	0.6	-0.5	-6
O=C1NCCN(CC2CCN(CC3CCCC3)CC2)C1=O	-5	-3.1	1	-1	-1.9	-3	-0.1	-0.1	11
Cc1cccc(OCC(=O)N2CCC(N3CCOCC3)CC2)c1	-1	-1.3	-2	-23	0.5	-2	·	-1.3	0
O=C(c1cc(-c2ccc(Br)cc2)n[nH]1)N1CCN(C(=O)c2ccccc2Br)CC1	6	-3.0	0	-2	0.0	-7	0.4	-0.5	9
Cc1ccc(/C=C/C(=O)Nc2ccncc2)o1	-7	0.0	-3	-11	-0.5	3	·	-0.3	17
Cc1ccccc1OCC(=O)N(Cc1cccc(F)c1)C1CCS(=O)(=O)C1 (stereo not given)	4	-0.8	2	-7	-1.6	8	0.8	-1.2	-2
CCOc1cc(N)c(Cl)cc1C(=O)NCC1CN(Cc2ccc(F)cc2)CCO1 (stereo not given)	8	-3.0	-8	-3	-0.1	21	0.2	-1.4	8
CN1C(=O)CCC1(O)c1ccccc1 (stereo not given)	-2	-1.6	-11	?	-0.8	3	·	?	-1
COc1ccc(-c2nnc(-c3ccc(OCC(C)C)cc3)o2)cc1	-6	-2.0	5	-7	?	-11	·	1.8	26
CCCCNC(=O)Cn1nc(-c2ccc(C)cc2)ccc1=O	·	-0.3	3	-4	0.4	4	-0.4	-1.2	·
COC(=O)c1ccc(Cl)c(NC(C)=O)c1	-3	-3.8	1	-5	-0.8	-6	·	?	-9
CN(CC(=O)OCC(=O)c1c(N)n(C)c(=O)n(C)c1=O)S(=O)(=O)c1ccc(Cl)cc1	0	-2.1	-2	-2	1.2	-1	-0.8	-1.0	-5
CCc1ccc(-c2cc(C)no2)cc1S(=O)(=O)N1CCN(c2ccccc2OC)CC1	1	-6.9	-3	-2	2.1	29	-1.5	0.7	23
Cc1cccc(CN2CCCC(C(=O)N3CCCCC3)C2)c1 (stereo not given)	10	-3.3	-5	-21	1.7	7	1.0	-3.7	7
COc1ccc(C(=O)N(CCc2ccccc2)Cc2cccs2)c(OC)c1	3	-2.7	-1	11	0.0	43	1.5	-0.2	13
CN(C)Cc1ccccc1Sc1ccc(O)cc1O	2	0.6	-1	5	0.2	-4	·	1.4	0

Molecules from the list above that contain four or more nitrogen atoms, in the order listed:
SMILES	PrPC TRFRET	FadD28 binding	Anthrax LF inh2	BoNT-F LC inh	PfHsp40 yeast	Yp Topo-I inh	TcdB GH inh	BoNT A protease	CCHFV vOTU inh
CCN(CCO)c1ccc(-n2c(N)c(C(=O)OC)c3nc4ccccc4nc32)cc1	-38	1.6	2	5	0.3	9	·	-0.4	19
C=CCOc1cccn2c(N(C)C(=O)c3ccncc3)c(CC)nc12	-7	1.0	-7	-8	·	1	0.6	-0.5	-6
O=C(c1cc(-c2ccc(Br)cc2)n[nH]1)N1CCN(C(=O)c2ccccc2Br)CC1	6	-3.0	0	-2	0.0	-7	0.4	-0.5	9
CN(CC(=O)OCC(=O)c1c(N)n(C)c(=O)n(C)c1=O)S(=O)(=O)c1ccc(Cl)cc1	0	-2.1	-2	-2	1.2	-1	-0.8	-1.0	-5

(further entries)
SMILES	PrPC TRFRET	FadD28 binding	Anthrax LF inh2	BoNT-F LC inh	PfHsp40 yeast	Yp Topo-I inh	TcdB GH inh	BoNT A protease	CCHFV vOTU inh
CCN1CCN(C(=O)C2CCN(S(=O)(=O)c3ccc(SC)cc3)CC2)CC1	1	-3.7	18	-2	-1.0	8	0.5	-1.0	-18
Cc1ccc(CC(=O)NC2CCN(C)CC2)cc1	-2	-0.8	8	?	-0.5	1	0.3	-0.4	-6
Cc1ccc(CCc2nnc(SCC(=O)Nc3cc(Cl)ccc3Cl)n2-c2ccccc2)o1	4	-3.1	-9	-9	-0.2	26	·	-2.2	5
CC(C)c1ccc(O)c(NC(=S)NC(=O)CCc2ccccc2)c1	5	-0.9	-2	-4	-1.3	12	1.5	-0.8	7
COc1cccc(C(=O)N(C)c2nnc(-c3ccncc3)s2)c1	7	-0.3	4	4	0.1	-2	·	0.0	8
CCOC(=O)[C@H]1[C@H]2COc3ccc(Cl)cc3[C@@H]2N2C(=O)c3cc(Br)ccc3NC(=O)[C@@]12C	12	-2.5	-1	7	0.4	-6	-0.6	-0.2	-3
O=C(Nc1ccc(SC(F)F)cc1)c1ccccc1F	-13	4.2	-8	-5	-0.2	-6	2.8	-0.8	-10
COc1ccc(OC)c(S(=O)(=O)Nc2cc3c4c(c2)CCN4C(=O)CC3)c1	10	0.4	-1	21	-0.5	-3	4.3	0.4	-2
CCN1C(=O)/C(=C2\SC(=S)N(c3c(C)n(C)n(-c4ccccc4)c3=O)C2=O)c2ccccc21	3	-0.5	-12	8	-1.0	3	·	?	-2
CCOc1ccc(/C=N/OCC(=O)NCc2ccco2)cc1	8	-1.9	-3	-2	-1.4	2	1.2	-1.4	-3
COc1cc(C(CCN2CCCCC2)c2c(OC)cc(OC)c3c(C)cc(=O)oc23)cc(OC)c1OC (stereo not given)	-9	0.7	0	4	-0.4	3	-0.1	0.1	4
O=C(NCc1cccc(F)c1)C1CCN(S(=O)(=O)Cc2ccccc2)CC1	7	1.9	-4	-18	-1.3	10	·	-1.0	0
N#Cc1c(-c2ccccc2Cl)c2c([nH]c1=O)-c1ccccc1OC2	-2	-23	·	·	-0.7	-3	-0.7	·	-264
Nc1c(C(=O)NCc2ccco2)nnn1CC(=O)Nc1ccc2c(c1)OCO2	5	-4.3	-1	-2	1.4	3	0.1	-0.1	17
CCN(c1ccccc1)S(=O)(=O)c1cc(C(=O)OC(C)C(=O)Nc2ccc3c(c2)OCCO3)ccc1C (stereo not given)	14	-0.3	-7	-16	-0.2	-3	0.4	0.0	16
CCc1cccc(C)c1NC(=O)COC(=O)C1CC(=O)N(CCc2ccc(OC)c(OC)c2)C1 (stereo not given)	7	-3.2	4	-4	-0.3	-2	2.5	-0.8	4
Cc1cc(O)c2c(c1)C(=O)C13C(=C2O)C(=O)[C@H]2[C@@H](O)[C@@H]1[C@H]1[C@H](O)[C@@H]3C(=O)C3=C(O)c4c(O)cc(C)cc4C(=O)C312 (stereo not given in full)	·	-1.0	-8	-10	282*	403*	·	-1.7	·
COCCCn1c(SCC(=O)NC(C)(C)C)nnc1-c1cccs1	3	-3.1	-5	-4	-0.1	4	0.1	0.4	-10
COCCN(C(=O)COC(=O)CCSc1ccc(F)cc1)c1c(N)n(Cc2ccccc2)c(=O)[nH]c1=O	-4	-0.7	2	-1	-0.4	24	-1.6	0.0	2
CCOC(=O)c1oc2ccccc2c1NC(=O)c1ccc(S(=O)(=O)N2CCCC2)cc1	4	-2.4	0	2	-0.5	7	-0.5	1.8	12
COc1ccc(CN(C)CC(=O)Nc2ccc(SC(F)F)cc2)cc1OC	2	-2.5	-6	-6	1.6	15	1.4	-0.9	-8
CC(=O)C1CCC2C3CCC4CC(OC(=O)CCC(=O)O)CCC4(C)C3C(=O)CC12C (stereo not given)	6	-1.2	2	2	-0.3	-4	0.8	-0.4	-5
Cc1ccccc1COn1nnc2ccc(S(=O)(=O)N3CCOCC3)cc21	5	-1.0	-1	?	0.2	0	2.1	-2.9	16
CCOC(=O)c1cnc(SC2CCc3ccccc3C2=O)nc1N (stereo not given)	-2	-3.6	-1	8	1.3	8	·	0.8	8
Cn1c(CNS(=O)(=O)c2ccc(F)cc2)n[nH]c1=S	3	-1.1	-4	-2	-1.2	4	·	0.5	-9
O=C1CCN(CCc2ccccc2)CCN1[C@H](CO)c1ccccc1	1	-3.9	-2	-7	-0.8	2	1.2	-0.7	7
COc1ccc(CNC(=O)C(=O)NCC2OCCN2S(=O)(=O)c2ccc(OC)c(OC)c2)cc1 (stereo not given)	-1	-1.4	4	-7	-1.1	11	0.9	1.8	13
O=C(NNC(=O)c1cc2cc(Br)ccc2oc1=O)c1ccc(O)cc1	4	-2.7	1	-3	-0.6	-12	0.7	-0.4	-2
CS(=O)(=O)Nc1ccc(C2=NN(C(=O)c3ccco3)C(c3ccco3)C2)cc1 (stereo not given)	0	-3.8	-7	-7	-0.8	-10	0.6	-1.7	6
COc1ccccc1CNC(=O)C1CC(c2ccccc2C(F)(F)F)=NO1 (stereo not given)	-1	-0.6	-4	-10	-0.5	18	·	0.5	-5
Cc1noc(C)c1C(=O)NC(C)C1CCCO1 (stereo not given)	-2	0.9	-2	-4	-0.6	-2	·	0.1	-4
C=CCn1c(SC(C)C(=O)NCCC2=CCCCC2)nc2ccccc2c1=O (stereo not given)	7	-2.1	-4	-7	2.3	4	·	-0.7	1
CCOc1ccc(C(=O)c2cccs2)cc1	-1	0.8	-2	5	0.2	5	·	-1.2	1
Cc1cccc(/N=C/c2ccccn2)n1	-4	-0.8	-6	-15	0.1	1	0.0	-1.0	-6
O=C(COC(=O)c1cc(S(=O)(=O)N2CCCC2)ccc1O)Nc1ccc(SC(F)F)cc1	3	-0.7	-8	6	-2.1	-2	0.7	4.2	3
CCOC(=O)N1CCN(C(=O)c2n[nH]c(=O)c3ccccc23)CC1	2	-3.6	-6	14	-2.5	-8	·	-0.1	-1
CC(C)C1C(=O)N(Cc2cn(CCC3OCCO3)nn2)CCS(=O)(=O)N1Cc1ccc(-c2ccc(Cl)c(Cl)c2)cc1 (stereo not given)	4	-0.4	2	-3	·	-6	1.0	-0.1	5
CCOC(=O)c1cnn(CCOC(=O)c2cccc(F)c2)c1NC(=O)c1cccc(F)c1	7	-0.3	0	-12	-0.4	1	-2.8	-1.8	27
Cc1ccc([C@H]2C[C@H](O)[C@@H](n3cc(-c4ccc(F)cc4)nn3)CN2Cc2cccs2)cc1	-1	-1.1	-8	-3	·	23	-0.6	-0.7	10
Nc1ncnc2c1ccn2[C@@H]1O[C@H](CO)[C@@H](O)[C@H]1O	77*	0.9	-8	1	0.8	5	0.5	0.2	-3
Clc1cccc(Cl)c1CSc1nnc(/C=C/c2ccccc2)o1	-4	-2.6	-1	-8	-1.3	27	·	-0.7	11
COc1ccc(S(=O)(=O)c2c(O)cc(C)c(NS(=O)(=O)c3ccccc3)c2C)cc1	10	-10	1	-3	6.6	8	1.9	-3.2	-4
COc1cc(/C=C/C(=O)O)cc(S(=O)(=O)Nc2ccc3cn[nH]c3c2)c1OC	-7	0.7	4	2	0.7	0	0.8	-0.1	10
COc1ccc(N(CC(=O)NCCC2=CCCCC2)S(=O)(=O)c2ccccc2)cc1	7	-2.6	-2	-12	0.0	36	1.1	-0.5	18
CC(C)OC(=O)N(C)C[C@@H]1OCc2cnnn2CCCC(=O)N([C@H](C)CO)C[C@@H]1C	9	-4.5	-1	2	·	1	-1.9&-0.2	-0.4	18
